TIM10 inh: growth inhibitors of isogenic TIM10 control yeast, primary screen, counter-screen for tim10-1 yeast inhibitor project, luminescence, uHTS | S. cerevisiae TIM10 strain growth, BacTiter-Glo luminescence, 24 h | inhibition, % at 10 µM | actives 1.4% (n = 330,000) | AID 463195, 2010;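 active means inhibition of 40% or more at the single tested concentration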;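 further: wild-type TIM10 isogenic control strain grown at permissive 25 °C; 0% = DMSO yeast wells and 100% = minimal medium wells without yeast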
A3A deaminase: APOBEC3A ssDNA deaminase inhibitors, primary screen, selectivity assay for APOBEC3G inhibitor project, biochemical, FAM/TAMRA oligo cleavage fluorescence. DNA dC->dU-editing enzyme APOBEC-3A (Homo sapiens), P31941. inhibition, % at 20 µM. actives 0.41% (n = 330,000). recombinant A3A, FAM/TAMRA ssDNA deamination fluorescence;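 active means at least 40% inhibition at 20 µM here, with at most 30% in a related deaminase screen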;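 further: plate controls were A3A with DMSO for no effect and wells lacking A3A enzyme for full effect; some results filed as inactive read as strong as hits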
mIAP block: inhibitors of mouse IAP, primary screen, biochemical, luminescence, uHTS. purified mouse IAP, CDP-Star luminescence, 30 min. actives 0.2% (n = 330,000). inhibition, % at 10 µM. AID 2806, 2010;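 active means inhibition of at least 40% at 10 µM in the primary screen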;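 further: plate controls were DMSO with enzyme for no effect and no enzyme wells for full effect; values of inactives mirror those of a sister screen read the other way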
mIAP activ: activators of mouse IAP, primary screen, biochemical, luminescence, uHTS. muIAP, CDP-Star luminescence, 30 min; stronger effect = higher value; 1 = vehicle-only enzyme signal, 0 = enzyme-free wells. actives 0.24% (n = 330,000). activation factor at 10 µM. AID 2805, 2010;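 active means activation factor of at least 2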; further: the source names both 10 and 20 µM as test concentration; values of inactives mirror those of a sister screen read the other way
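Assay system: mouse IAP enzyme / Compound: DMSO-dissolved test compounds / Timing: 30 min, room temperature / Measured by: luminescence from enzymatic CDP-Star hydrolysis / Control set: DMSO-only wells, enzyme-free buffer wells as negative control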
hIAP inh: human IAP inhibitors, primary screen, biochemical, luminescence, uHTS; Intestinal-type alkaline phosphatase (Homo sapiens), P09923; purified IAP, CDP-Star luminescence, 30 min; inhibition, % at 10 µM; actives 0.12% (n = 330,000);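 active means inhibition reaching a set limit with compound at 10 µM in the primary screen, cut at about 35% in these data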;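 further: plate controls were DMSO wells with enzyme for no effect and no-enzyme buffer wells for full effect; values of inactives mirror those of a sister screen read the other way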
Target sequence (P09923 whole entry, looked up): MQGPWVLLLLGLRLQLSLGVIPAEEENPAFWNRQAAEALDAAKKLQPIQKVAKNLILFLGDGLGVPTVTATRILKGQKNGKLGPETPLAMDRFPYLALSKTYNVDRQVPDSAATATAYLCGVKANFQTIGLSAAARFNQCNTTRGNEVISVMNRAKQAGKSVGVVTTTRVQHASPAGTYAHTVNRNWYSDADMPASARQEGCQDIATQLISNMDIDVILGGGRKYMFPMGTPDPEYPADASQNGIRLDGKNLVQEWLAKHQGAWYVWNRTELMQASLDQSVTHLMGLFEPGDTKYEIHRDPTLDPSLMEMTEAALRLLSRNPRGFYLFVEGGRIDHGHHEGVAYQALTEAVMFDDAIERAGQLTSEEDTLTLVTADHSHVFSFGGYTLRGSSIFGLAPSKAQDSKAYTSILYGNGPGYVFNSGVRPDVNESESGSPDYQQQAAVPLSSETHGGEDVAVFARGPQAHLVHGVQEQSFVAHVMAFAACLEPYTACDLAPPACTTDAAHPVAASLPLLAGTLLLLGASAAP
MIN6 prolif: inducers of MIN6 beta-cell proliferation, primary screen, ATP luminescence, uHTS; MIN6 cells proliferation, ATPlite luminescence, 48 h; cells starved in 0.2% serum; 100% = growth in 10% serum; proliferation, % at 10 µM; actives 0.29% (n = 330,000);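 active means compounds whose signal lies at least 3.5 SD above the mean of all wells on their plate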;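 further: 0% = DMSO-treated cells in low-serum medium and 100% = 10% serum control; some compounds called inactive have numbers as strong as hits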
NLRP3 yeast inh: NALP3 inflammasome inhibitors in reconstituted yeast, primary screen, luminescence, uHTS; Yeast reconstituted NLRP3/ASC/caspase-1, beta-gal luminescence, 24 h; inhibition, % at 10 µM; actives 0.39% (n = 330,000); AID 2825, 2010;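 active means inhibition of 50% or more; inactive means inhibition below 50%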;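 further: plate controls were induced DMSO wells for no effect and uninduced yeast grown without galactose for full effect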
tim10-1 inh: growth inhibitors of tim10-1 mutant yeast, primary screen, luminescence, uHTS. AID 463190, 2010. S. cerevisiae tim10-1 ts strain growth, BacTiter-Glo, 24 h. actives 2.2% (n = 330,000). inhibition, % at 20 µM;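 active means inhibition of at least 40%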;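 further: mutant grown at 25 °C; 0% = DMSO wells with yeast and 100% = wells holding no yeast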
A3G deaminase: APOBEC3G DNA deaminase inhibitors, primary screen, biochemical, fluorescence, single-stranded DNA substrate, uHTS; DNA dC->dU-editing enzyme APOBEC-3G (Homo sapiens), Q9HC16; recombinant A3G, ssDNA deamination FAM/TAMRA fluorescence; inhibition, % at 20 µM; actives 0.28% (n = 330,000); AID 493012, 2011;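 active means inhibition of at least 40% at 20 µM, with no more than 30% in the related APOBEC3A deaminase screen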;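 further: plate controls were DMSO wells with A3G for no effect and wells lacking A3G enzyme for full effect; some compounds called inactive have numbers as strong as hits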
Target sequence (Q9HC16 whole entry, looked up): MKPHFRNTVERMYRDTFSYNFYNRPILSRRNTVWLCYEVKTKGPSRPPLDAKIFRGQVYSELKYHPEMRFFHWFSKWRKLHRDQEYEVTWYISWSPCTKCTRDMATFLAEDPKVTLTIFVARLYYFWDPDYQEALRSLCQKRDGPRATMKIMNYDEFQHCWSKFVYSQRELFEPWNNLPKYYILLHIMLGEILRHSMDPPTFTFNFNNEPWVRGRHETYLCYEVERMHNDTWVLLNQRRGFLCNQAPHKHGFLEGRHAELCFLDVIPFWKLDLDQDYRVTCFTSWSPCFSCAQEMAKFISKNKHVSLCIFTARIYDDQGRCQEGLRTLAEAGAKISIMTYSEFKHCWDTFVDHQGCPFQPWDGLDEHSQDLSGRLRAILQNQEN
* hit, by the source's call.

SMILES	TIM10 inh	A3A deaminase	mIAP block	mIAP activ	hIAP inh	MIN6 prolif	NLRP3 yeast inh	tim10-1 inh	A3G deaminase
CC1(c2ccccc2Cl)NC(=O)N(CC(=O)Nc2ccccc2OC(F)F)C1=O (stereo not given)	2.5	-3.9	1.1	0.989	0.8	0.0	13.3	-1.3	-9.6
CC1(C)CC(=O)C2=C(C1)N(Cc1ccc(F)cc1)C(=O)C2(NC(=O)c1cccnc1)C(F)(F)F (stereo not given)	2.2	-3.3	8.3	0.917	8.5	-0.9	11.6	18.0	-6.6
CCc1cc(C)cc(OCCOc2ccccc2/C=N/NC(C)=O)c1	13.2	-6.2	0.0	1	6.0	-3.2	17.0	5.8	-7.6
CCOC(=O)N1CCN(S(=O)(=O)c2ccc(C(=O)Nc3nc4c(s3)CC(C)CC4)cc2)CC1 (stereo not given)	-8.2	-7.7	-0.8	1.01	-10.4	-4.4	-7.1	-14.4	-6.3
COc1ccc(-c2nn(CC(=O)N(C)C)c(=O)c3ccccc23)cc1	1.3	1.7	-1.9	1.02	-2.2	1.4	6.1	14.6	-3.3
COc1cc([N+](=O)[O-])ccc1NC(=O)Cc1ccccc1	-7.4	3.1	-4.4	1.04	8.6	3.9	31.5	-7.3	-7.6
CSc1n[nH]c(=O)n1-c1ccc(Cl)cc1	-10.2	-6.0	-11.5	1.11	-19.4	0.2	1.2	2.6	3.2
O=C(Nc1ccccc1C(=O)N1CCOCC1)C1CCCO1 (stereo not given)	-11.6	0.1	2.2	0.978	15.6	-2.4	7.1	-0.8	-4.8
O=C(NNc1ccccc1)C(=O)N1CCCCC1	-61.0	-4.5	-5.6	1.06	9.2	-2.2	21.1	-44.1	-8.0
COc1cc(-c2n[nH]c(=S)n2-c2ccc(Br)cc2)cc(OC)c1OC	-2.6	-6.6	3.4	0.966	-16.1	-1.1	23.8	10.1	14.5
CCOC(=O)c1ccc(Oc2nc(NC)nc(Nc3ccccc3)n2)cc1	30.9	0.3	2.6	0.974	-1.6	-2.4	-2.5	22.4	-3.9
COc1ccc(CCNC(=O)COC(=O)CNS(=O)(=O)c2ccc(SC)c([N+](=O)[O-])c2)cc1	-1.4	-2.2	-11.3	1.11	-6.6	-1.1	7.3	13.7	-3.6
CCOC(=O)c1ccc(OCc2nc(-c3cccs3)no2)cc1	-6.2	-2.9	8.9	0.911	-49.4	0.8	43.6	15.0	-2.2
NS(=O)(=O)c1ccc(CCNC(=O)c2cc(-c3ccc(Br)cc3)nc3ccccc23)cc1	4.4	-2.7	11.9	0.881	-5.7	-5.4	4.7	23.9	-3.6
COc1ccc(N2CCN(C(=O)COC(=O)CSc3ccccc3)CC2)cc1	8.9	-0.8	-2.8	1.03	-18.6	-1.9	17.0	22.6	-6.2
CN(C)CCOC(=O)/C(=C/c1cn(C)c2ccccc12)NC(=O)c1ccccc1	-1.3	1.9	7.1	0.929	27.1	1.0	13.1	7.9	9.3
CCOC(=O)c1c(NC(=O)COc2ccccc2C#N)sc2c1CC(C)(C)NC2(C)C	3.4	-3.6	5.9	0.941	-4.4	-6.7	6.9	26.2	-7.1
CCCCN(C(=O)CSc1nc2ccccc2n1CC)C1CCS(=O)(=O)C1 (stereo not given)	15.8	-0.9	7.8	0.922	-3.7	0.1	10.5	-3.8	1.0
COC(=O)c1ccc(CNC(=O)COC(=O)c2ccccc2-c2ccccc2)cc1	5.8	-2.6	3.2	0.968	14.4	3.9	13.6	26.6	-5.9
CCN(CC(=O)Nc1ccc([N+](=O)[O-])cc1OC)CC(=O)NC(C)(C)C	3.8	-1.4	3.8	0.962	3.9	-2.4	19.0	8.7	-4.9
O=C1CN(c2cc(Cl)cc(Cl)c2)C(=O)CN1/N=C/c1cccnc1	22.7	3.0	-3.6	1.04	-6.3	-2.1	5.8	2.2	-7.5
CCOC(=O)c1c(NC(=O)C2=C(C)NC(=S)NC2c2ccc(F)cc2)sc(C)c1C (stereo not given)	16.6	2.0	12.9	0.871	0.8	-5.3	13.7	24.1	-1.7
Cn1c(=O)[nH]c(=O)c2c1nc(N1CCCCC1)n2CCOc1ccccc1	21.3	-5.6	8.6	0.914	16.7	0.3	4.2	20.2	-3.8
COc1cc(N2C(=O)c3ccccc3C2=O)c(Cl)cc1C(=O)OCC(=O)N1CCOCC1	-5.7	1.3	7.3	0.927	7.1	-1.7	-0.2	-13.1	-6.6
Cc1ccc(N2CCN(S(=O)(=O)N3CCCCC3)CC2)c(C)c1	33.0	-2.5	2.7	0.973	-13.3	-4.1	17.1	32.1	-2.4

Brought forward from above: 2 compounds, followed by the next part.
SMILES	TIM10 inh	A3A deaminase	mIAP block	mIAP activ	hIAP inh	MIN6 prolif	NLRP3 yeast inh	tim10-1 inh	A3G deaminase
COc1cc(N2C(=O)c3ccccc3C2=O)c(Cl)cc1C(=O)OCC(=O)N1CCOCC1	-5.7	1.3	7.3	0.927	7.1	-1.7	-0.2	-13.1	-6.6
Cc1ccc(N2CCN(S(=O)(=O)N3CCCCC3)CC2)c(C)c1	33.0	-2.5	2.7	0.973	-13.3	-4.1	17.1	32.1	-2.4
CC(C)c1ccc(NC(=O)Cn2c(=O)oc3ccccc32)cc1	-1.6	-4.7	-7.1	1.07	-29.6	-5.5	22.2	18.6	-10.4
CSc1ccccc1C(=O)NCc1ccc(S(N)(=O)=O)cc1	5.7	5.8	-9.0	1.09	8.6	-2.0	-3.3	-6.3	-5.3
CCCc1cc(C(=O)N2CCN(S(=O)(=O)c3ccc(OC)c(OC)c3)CC2)cs1	15.7	4.2	1.1	0.989	8.8	-3.7	12.1	18.0	-7.0
COc1ccc(CC(=O)N2CCN=C2SCc2ccc([N+](=O)[O-])cc2)cc1	3.1	-1.9	-3.3	1.03	6.2	-3.8	-0.9	10.8	-5.4
COc1ccc(C2=NOC(C(=O)NCc3ccccn3)C2)cc1OC (stereo not given)	10.9	-7.9	-4.8	1.05	-18.3	1.1	-11.9	14.7	-11.3
Cc1ccc(C(=O)Nc2ccc([N+](=O)[O-])cn2)o1	9.1	-0.4	-1.9	1.02	1.0	0.0	22.3	11.4	-0.2
Cc1ccccc1NC1=NCC(c2ccc([N+](=O)[O-])cc2)S1 (stereo not given)	2.5	1.6	13.6	0.864	4.1	-1.9	16.0	3.2	7.7
CCOC(=O)c1c(NC(=O)Nc2ccc(C)cc2)sc2c1CCN(C)C2	-20.0	4.0	6.4	0.936	-6.5	-3.1	24.2	-9.4	7.1
O=C(CN(C(=O)c1csnn1)c1cccc(Cl)c1)NC1CCCC1	-8.0	1.1	1.3	0.987	8.9	-0.4	16.5	17.6	-6.0
Cc1cc2cc(CNS(=O)(=O)N(C)C)ccc2[nH]1	-1.1	-3.8	8.4	0.916	13.7	-2.5	3.8	14.4	-7.5
COc1cc(OC)c(/C=C2\SC(=O)N(CC(=O)Nc3ccccc3F)C2=O)c(OC)c1	-3.6	-6.7	0.4	0.996	2.1	0.7	17.7	4.1	-6.9
COc1ccc(NC(=O)C2CCN(S(C)(=O)=O)CC2)cc1Cl	9.9	-5.0	-2.5	1.02	-5.0	-0.2	7.1	8.4	-7.0
COc1ccc2nc(N3C(=O)CC(Cc4ccc(C)cc4)C3=O)sc2c1 (stereo not given)	-12.9	-0.2	-2.0	1.02	4.4	-1.0	-2.2	-48.2	-4.3
OCC[C@@H]1C[C@H](O)[C@@H](O)[C@@]2(Cc3ccccc3CCO2)O1	-2.6	-2.9	-9.1	1.09	-11.4	0.9	7.8	-17.1	-9.1
O=C(Nc1ccccc1)N1CCN(Cc2ccc(Cl)cc2)CC1	3.3	0.9	9.9	0.901	14.4	2.7	21.6	-5.7	1.5
COc1ccc(S(=O)(=O)N2CCN(CC(O)COc3ccc(CC#N)cc3)CC2)cc1OC (stereo not given)	-5.4	-1.6	-6.4	1.06	9.4	0.7	7.5	0.8	-7.7
COc1ccc(NC(=O)CC2SC(N3CCCC3)=NC2=O)cc1Cl (stereo not given)	-0.8	2.2	3.4	0.966	8.1	3.3	18.2	-15.1	-0.5
Cc1ccc(N=Cc2sc(O)c3ccccc23)cc1	19.0	-9.6	10.9	0.891	0.6	-4.5	30.2	10.8	-24.3
O=C(CN1C(=O)c2ccccc2C1=O)N1CCN(C2c3ccccc3-c3ccccc32)CC1	15.6	-2.2	6.7	0.933	13.7	-0.7	4.2	8.4	-4.9
CCOc1ccc(NC(=O)CSc2nc3ccccc3c(=O)n2CCNC(C)=O)cc1	9.2	-6.3	-14.0	1.14	-2.5	-4.3	6.9	6.0	-5.5
O=C(CSc1nnc(-c2ccncc2)n1-c1ccccc1)N1CCN(c2ccc(Cl)cc2)CC1	-2.9	43.7*	-3.5	1.03	-10.7	-3.4	7.9	2.7	15.2
CCOc1ccc(C(=O)Oc2ccc(NC(C)=O)cc2)cc1	-14.3	-0.8	-7.6	1.08	-10.5	-2.9	-4.7	8.5	-4.7
O=C(NCc1ccccn1)C1CCN(Cc2cccc(OCc3ccccc3)c2)CC1	4.2	-3.6	4.2	0.958	15.0	-0.8	0.0	-6.2	-0.7
O=C(CNc1ccc(F)cc1Cl)Nc1cccc(S(=O)(=O)N2CCCCC2)c1	19.0	4.8	-89.4	1.89	-14.2	-6.1	14.7	13.7	-3.5
CCC(OCC(O)CN1CCN(CCN2C(=O)c3cccc4cccc(c34)C2=O)CC1)c1ccccc1 (stereo not given)	8.0	4.2	1.7	0.983	12.6	-4.6	15.6	30.3	-6.9
Next section.
SMILES	TIM10 inh	A3A deaminase	mIAP block	mIAP activ	hIAP inh	MIN6 prolif	NLRP3 yeast inh	tim10-1 inh	A3G deaminase
Cn1cnnc1SCC(=O)NNC(=O)COc1ccc(Br)cc1	-11.6	4.7	4.7	0.953	-79.3	0.7	-0.4	-13.0	-2.6
COc1ccccc1N(C)S(=O)(=O)c1ccc(C(=O)OCC(=O)N(C(C)C)C(C)C)cc1	-5.1	-3.5	-1.0	1.01	-19.7	-0.7	6.9	32.8	-3.9
Cc1ncc(C[n+]2csc(C)c2C)c(N)n1	-1.7	0.4	6.4	0.936	2.9	1.0	12.9	-7.3	-3.3
Cc1ccc(C(=O)COC(=O)CCc2nc3ccccc3[nH]c2=O)cc1C	3.6	-0.5	3.0	0.97	3.6	1.5	-1.0	2.8	-3.7
Cc1cc2nc(C(F)(F)F)[nH]c(=O)n2n1	-6.1	-0.2	2.7	0.973	-6.3	-1.6	24.8	-3.2	-5.6
O=C(O)c1cccc(Cn2cc(Cl)cn2)c1	6.5	2.3	7.3	0.927	-11.2	1.9	7.4	-1.0	-3.2
O=C(COc1ccccc1)NNC(=O)c1cc2ccccc2o1	9.2	-4.1	11.8	0.882	-37.0	0.0	15.4	9.2	-8.0

High-throughput results as filed in PubChem BioAssay.

No enrichment for hits. About 4.6% of those tested had a hit in this group.
